High-throughput results as filed in PubChem BioAssay.
L3MBTL1 block: blocks human L3MBTL1 | AID 485360 | Q9Y468 | AlphaScreen L3MBTL1–H3K9me1 peptide binding | Potency, µM (highest dose often 57.1 µM), without a hit: top-dose activity, negative = inhibition, usual class: inhibitors | 0.66% of 230,000 active; also: potency is read from the fitted curve at half-maximal effect; % is scaled to controls: 0 for no effect and ±100 for the full control effect; nearly all actives have a fitted effect of over 60% in size
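L3MBTL1 50 nM + b-AHA-H3(1-15)K9me1 75 nM, 30 min RT; compound added, 30 min RT; streptavidin donor/Ni-chelate acceptor beads 10 ug/mL each final, 30 min RT dark; AlphaScreen read.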
IMPase Li inh: membrane-permeable IMPase blocker, potentiated with lithium. 0.35% of 210,000 active. CHO-M1 cells, IP1 TR-FRET (IP-One), carbachol + lithium. Potency, µM (series often up to 59.4 µM), for the others: at the highest dose activity, negative = IMPase inhibition, actives largely listed as inhibitors;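 also: IP1 builds up when IMPase is blocked and the TR-FRET signal falls; potency is read from the fitted curve at half-maximal effect; plate controls were basal vehicle for no effect and high inhibitor control for full effect; nearly all actives have a fitted effect of over 50% in size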
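Steps: plate 2000 CHO-M1 cells per well and culture 16–30 h; add compound and lithium; incubate 30 min, 37C; add d2-IP1 tracer and Eu cryptate anti-IP1 antibody in lysis buffer; read after 10 min at room temperature.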
CBFb-RUNX1 inh: CBF-beta/RUNX1 interaction disruption; AlphaScreen CBFb-His/RUNX1-biotin binding, biochemical; AID 1477; Potency, µM (top dose mostly 59.8 µM), for the others: top-dose activity, negative = inhibition, most hits filed as inhibitors; 230,000 tested, under 10 active; also: % of control where 0% means no effect
Target sequence (Q01196 whole entry, looked up): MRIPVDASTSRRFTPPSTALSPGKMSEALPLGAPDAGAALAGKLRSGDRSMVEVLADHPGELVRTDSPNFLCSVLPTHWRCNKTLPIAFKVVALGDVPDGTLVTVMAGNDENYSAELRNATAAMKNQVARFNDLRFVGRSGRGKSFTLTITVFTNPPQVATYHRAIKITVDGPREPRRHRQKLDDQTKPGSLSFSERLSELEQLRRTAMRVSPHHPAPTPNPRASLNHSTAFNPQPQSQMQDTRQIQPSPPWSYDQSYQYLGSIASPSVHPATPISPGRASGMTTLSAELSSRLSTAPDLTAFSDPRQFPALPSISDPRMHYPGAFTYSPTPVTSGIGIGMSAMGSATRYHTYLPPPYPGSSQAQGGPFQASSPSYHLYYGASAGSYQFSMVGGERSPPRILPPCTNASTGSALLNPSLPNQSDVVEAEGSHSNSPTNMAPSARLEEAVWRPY
Target sequence (Q13951 whole entry, looked up): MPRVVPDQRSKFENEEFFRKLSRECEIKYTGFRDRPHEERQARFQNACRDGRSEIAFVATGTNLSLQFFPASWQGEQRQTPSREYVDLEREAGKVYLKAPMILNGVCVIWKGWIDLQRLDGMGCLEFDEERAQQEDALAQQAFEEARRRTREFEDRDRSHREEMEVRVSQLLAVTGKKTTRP
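Bead-based AlphaScreen assay; binding partners His-tagged CBF-beta and biotinylated RUNX1 at 30 nM each. Compound exposure 15 min after a 20-min protein preincubation; bead step 90 min; all steps at room temperature.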
HTT aggregate: inhibitors of mutant huntingtin aggregate formation in PC12 cells; PC12 HttQ103-GFP aggregates, Acumen cytometry, 40 h; Potency, µM (titrated, usually from 46.1 µM), for inactives: at the highest dose activity change, negative = inhibition, most hits filed as inhibitors; 1.1% of 220,000 active; AID 1688; also: potency is read from the fitted curve at half-maximal effect; % is scaled to controls: 0 for no effect and ±100 for the full control effect; nearly all actives have a fitted effect of over 60% in size
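Ecdysone-promoter PC12 model expressing HTT exon 1 Q103 fused to GFP, induced by tebufenozide at 100 nM final. Compounds titrated; aggregates sized 1–25 µm scored on a 488 nm laser cytometer.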
Luc counter: counter-screen: inhibitors of Kinase-Glo firefly luciferase. Kinase-Glo luciferase, ATP luminescence, 8 min. Potency, µM (highest dose often 38.3 µM), for inactives: top-dose activity change, negative = inhibition, hits mostly inhibitors. 0.28% of 200,000 active; also: potency is read from the fitted curve at half-maximal effect; % is scaled to controls: 0 for no effect and ±100 for the full control effect; nearly all actives have a fitted effect of over 60% in size
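Luminescence was the read-out, taken after 8-minute incubation at ambient temperature. Luciferase turned over luciferin with 10 uM ATP in imidazole pH 7.2 buffer containing KCl, MgCl2, Tween 20 and BSA.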
NPSR antagonist: blocks cAMP signaling of the human neuropeptide S receptor. Q6W5P4. CHO-NPSR cells, cAMP TR-FRET, antagonist mode. Potency, µM (series often up to 38.3 µM), inactives show top-dose activity change, negative = inhibition, most hits filed as inhibitors. 1% of 220,000 active; also: potency is read from the fitted curve at half-maximal effect; % is scaled to controls: 0 for no effect and ±100 for the full control effect; nearly all actives have a fitted effect of over 50% in size; many of its hits are not listed in these tables
Target sequence (Q6W5P4 whole entry, looked up): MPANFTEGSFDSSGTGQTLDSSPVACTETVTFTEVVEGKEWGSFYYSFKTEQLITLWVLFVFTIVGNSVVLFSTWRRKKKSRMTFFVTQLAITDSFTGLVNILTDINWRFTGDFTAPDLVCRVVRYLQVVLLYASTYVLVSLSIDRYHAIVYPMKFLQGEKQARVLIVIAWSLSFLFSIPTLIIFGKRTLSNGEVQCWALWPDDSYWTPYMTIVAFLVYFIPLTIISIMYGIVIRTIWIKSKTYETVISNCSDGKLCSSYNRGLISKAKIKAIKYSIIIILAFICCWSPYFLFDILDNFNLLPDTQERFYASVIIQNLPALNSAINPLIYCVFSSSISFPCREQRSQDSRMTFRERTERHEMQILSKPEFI
Epigenetic reg: regulators of epigenetic silencing causing reporter derepression in mouse cells; Potency, µM (top dose mostly 53.9 µM), for inactives: at the highest dose GFP activation, most hits filed as activators; AID 1865; 0.2% of 280,000 active; murine LDR cells, GFP reporter derepression, 30 h; also: potency is read from the fitted curve at half-maximal effect; % of control where 0% means no effect; nearly all actives have a fitted effect of over 60% in size
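Murine LDR cells carrying a silenced, genomically integrated CMV-driven GFP reporter were exposed to compound for 30 hours at 37 C. After PBS washes, GFP-positive cells (20–120 um objects) were counted by laser-scanning microplate cytometry.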
Numbers without * were called inactive; ? = inconclusive; nt = no result given; & = joins results of further samples; [ ] = another dose, or the depositor's remark. Calls follow the shape of the dose curve; as a rule, active = well fitted curve in the direction sought with a large enough effect; inconclusive = small, poorly fitted or top-dose-only effect, or another doubt; inactive = no such curve, though single readings can be large; an effect the other way counts as inactive or inconclusive. This is a subset; count on the stated rates, not on these rows.

SMILES	L3MBTL1 block	IMPase Li inh	CBFb-RUNX1 inh	HTT aggregate	Luc counter	NPSR antagonist	Epigenetic reg
COc1cc(/C=N/Nc2ccc(Cl)c(C(=O)O)c2)ccc1OC(=O)c1cccs1	-6%	-4%	-18%	2%	-1%	5%	-2.6%
C=C(C)Cn1c(SCC(=O)NCc2ccco2)nc2sc3c(c2c1=O)CCC3	-9%	10%[38.3 µM]	-1%	-7%	-5%	-10%[46.1 µM]	4.1%
CC(=O)c1c(NC(=O)c2ccccc2)[nH]c(-c2ccccc2)nc1=S	nt	-6%	-3%	2%	-2%	-36%	-0.8%
COC(=O)CC1(c2ccccc2)C(=O)c2ccccc2C1=O	nt	18%[38.3 µM]	9%	-7%	-2%	-13%[46.1 µM]	-2.7%
O=C(NCCCl)Nc1cccc(Br)c1	8%	3%	2%	-5%[9.22 µM]	-2%	-4%	-0.1%
c1ccc2c(c1)ccc1ccccc12	5%	-1%	1%[21.7 µM]	nt	nt	nt	nt
COc1ccc(-n2nnc3c(=O)n(CC(=O)OCc4ccccc4)cnc32)cc1	7%	7%[38.3 µM]	11%	-10%	1%	-12%[46.1 µM]	0.0%
Cc1ccccc1C(=O)c1c[nH]c(C(N)=O)c1	2%	12%[38.3 µM]	-1%	-6%	-2%	3%[46.1 µM]	-1.0%
N#C/C(=C/c1ccc(-c2ccc(Br)cc2)o1)C(=O)NC1CCCCC1	16%	16%	15%	-3%	-1%	-16%	-0.9%
COc1ccccc1NC(=O)CSc1nnc(C2CCCCC2)n1-c1ccccc1	nt	nt	8%	18%[9.22 µM]	nt	-52%	0.0%
CCCCNC(=O)C1CCCN1C(=O)Nc1ccccc1 (stereo unspecified)	9%	4%	-6%	-3%	5%	18%	-0.1%
Cc1ccc(-n2c(Cc3cccn3C)nnc2SCC(=O)NC2CCCCC2)cc1	-6%	14%[38.3 µM]	-2%	29%	-1%	-27%[46.1 µM]	1.3%
Cc1nc(N)sc1-c1csc(Nc2ccccc2)n1	-2%	4%[38.3 µM]	-29%	7%	0%	-23%[46.1 µM]	0.0%
CC1(C)Cc2nc(Cl)c(C(N)=O)cc2CO1	-3%	nt	0%	-10%[9.22 µM]	nt	-2%[7.67 µM]	1.4%
Cc1ccc(CCNC(=O)CCSCc2ccc(Cl)cc2)cc1	-3%	-1%	0%	-4%	2%	-5%[46.1 µM]	1.8%&0.0%
COC(=O)c1cc(C(C)=O)n2ccccc12	nt	19%[38.3 µM]	2%	9%	-1%	-5%[46.1 µM]	0.0%
c1cncc(Oc2cccc(Oc3cccnc3)c2)c1	6%	3%	-4%	3%	1%	-5%[46.1 µM]	-1.0%
CCOC(=O)c1c(C(=O)OCC)c(C)n(N2C(=O)CSC2=S)c1C	-9%[11.4 µM]	21%[38.3 µM]	-12%	0.89µM*	0%	-14%[46.1 µM]	-2.1%
COc1ccc(OC)c(Nc2nc(N)nc(CCl)n2)c1	-18%	nt	-5%	-9%[9.22 µM]	nt	-28%	1.1%
CCOc1ccc(C(=O)Nc2cccc3ncccc23)cc1Br	-15%	-10%	-6%	-3%[9.22 µM]	3%	1%	-1.5%
O=C(COC(=O)c1cc(Br)c(Br)s1)NCCC1=CCCCC1	5%	-3%	3%	18%	3%	9%	6.3%
Cc1ccc(-n2c(SCC(N)=O)nnc2-c2cnccn2)cc1	6%	nt	8%	-2%[9.22 µM]	nt	12%	0.5%
COc1ccc(CCNS(=O)(=O)c2cc(/C=C/C(=O)O)ccc2C)cc1OC	5%	3%	0%	nt	-2%	8%	0.0%
CCc1nnc(NC(=O)CSc2nnc(-c3ccncc3)n2C)s1	1%	6%	3%	9%	0%	-2%[46.1 µM]	0.1%

Grouped by structure: the compounds so far with a COOH group (2)
SMILES	L3MBTL1 block	IMPase Li inh	CBFb-RUNX1 inh	HTT aggregate	Luc counter	NPSR antagonist	Epigenetic reg
COc1cc(/C=N/Nc2ccc(Cl)c(C(=O)O)c2)ccc1OC(=O)c1cccs1	-6%	-4%	-18%	2%	-1%	5%	-2.6%
COc1ccc(CCNS(=O)(=O)c2cc(/C=C/C(=O)O)ccc2C)cc1OC	5%	3%	0%	nt	-2%	8%	0.0%

More records.
SMILES	L3MBTL1 block	IMPase Li inh	CBFb-RUNX1 inh	HTT aggregate	Luc counter	NPSR antagonist	Epigenetic reg
NS(=O)(=O)c1ccc(CCNC(=O)CSc2nc3ccsc3c(=O)n2CC2CCC(C(=O)O)CC2)cc1 (stereo unspecified)	13%	8%	8%	0%	-1%	6%	-2.9%
COc1ccc(-c2ccnc3nc(N4CCOCC4)nn23)cc1	44%[activator]	-22%[38.3 µM]	9%	-9%	0%	1%[46.1 µM]	-2.1%
NC(=O)COC(=O)c1ccc(Oc2ccccc2)cc1	nt	20%[38.3 µM]	-3%	-2%	-2%	-4%[46.1 µM]	0.0%
O=C(NNC(=O)c1ccc(Oc2cc(Cl)cc(Cl)c2)o1)c1ccccc1	-13%	nt	2%	-3%[9.22 µM]	nt	?	0.1%
O=C1c2ccccc2C(Nc2ccc(S(=O)(=O)N3CCCCCC3)cc2)N1c1ccccn1 (stereo unspecified)	nt	3%[38.3 µM]	-2%	2%	-3%	-6%[46.1 µM]	13%
CC(c1ccc(C(C)(C)C)cc1)S(=O)CC(O)CO (stereo unspecified)	7%	-10%	5%	3%	5%	6%	-1.9%
Cc1c(/C=N/NC(=O)c2ccc(O)cc2)c2ccccn2c1C(=O)c1ccc(F)cc1	0%	2%	16%	?	-3%	-17%	-2.0%
C=CCN(c1ccccc1C(=O)O)S(=O)(=O)/C=C/c1ccccc1	1%	0%	13%	-4%	3%	-5%	-0.2%
O=C(CSc1nnc(-c2ccccc2)n1-c1ccc(Cl)cc1)NNC(=S)Nc1ccccc1	-2%	12%	-17%	16%	1%	-10%	1.0%
O=C(COc1ccccc1[N+](=O)[O-])NNC(=O)Nc1cccc2ccccc12	-4%	0%	1%	13%	-1%	-1%	-3.5%
Cc1ccc(C(=O)NC(=S)NCc2cccnc2)c(C)c1	2%	-2%	4%	-5%[9.22 µM]	nt	3%	-0.2%
O=C(N/N=C/c1ccc([N+](=O)[O-])cc1)c1cc(-c2ccc3c(c2)OCO3)n[nH]1	nt	nt	22%	-25%[9.22 µM]	nt	2%	0.0%
CC(=O)C1=C(O)C(=O)N(CCc2c[nH]c3ccccc23)C1c1cccc(O)c1 (stereo unspecified)	nt	19%[38.3 µM]	-8%	-3%	-4%	5%[46.1 µM]	-0.5%
O=C(OCCN1CCCCC1)c1ccc(Cl)cc1	nt	25%[38.3 µM]	-1%	10%	-3%	1%[46.1 µM]	0.8%
NS(=O)(=O)c1ccc(CCNC(=S)NC2CCCCC2)cc1	-1%	nt	0%	12%[9.22 µM]	nt	11%	-1.0%
COc1cc2c(C(=O)NCc3ccccn3)cn(CC(C)C)c(=O)c2cc1OC	-9%	4%	-3%	11%	4%	-12%	-1.0%
CCCOC(=O)C1C2C=CC(C2)C1C(=O)OCC(=O)c1ccccc1 (stereo unspecified)	nt	24%[38.3 µM]	4%	5%	-7%	-2%[46.1 µM]	-1.1%
CC(C)CNc1ncnc2c1cnn2Cc1ccc(Cl)cc1	-4%	nt	6%	-3%[9.22 µM]	nt	12%[7.67 µM]	5.2%
Cc1ccc(NC(=O)COc2cccc(/C=C3\SC(=S)N(CCC(=O)O)C3=O)c2)cc1Cl	nt	nt	-30%	11%[9.22 µM]	nt	?	-0.1%
CCc1nc(C)cn1S(=O)(=O)c1cc(F)ccc1OC	-6%	7%	7%	-7%[9.22 µM]	-4%	12%	-5.8%
C/[N+]([O-])=C\CC(=O)c1ccc(-c2ccccc2)cc1	14%	-4%	-14%	14%	-1%	-1%	-1.3%
COC(=O)C(NC(C)=O)(Nc1ccccc1)C(=O)OC	nt	27%[38.3 µM]	3%	-14%	-2%	5%[46.1 µM]	-1.0%
O=C1CC(c2ccc(F)cc2)Cc2nc(N3CCOCC3)ncc21 (stereo unspecified)	nt	24%[38.3 µM]	11%	-5%	2%	-20%[46.1 µM]	0.0%
C/C(=N\NC(=O)Cn1nnc2ccccc21)c1ccco1	8%	0%	-5%	6%[9.22 µM]	1%	-11%	7.3%
C=CCN(C(=O)CNC(=O)c1ccco1)C(C(=O)NC1CCCC1)c1cccs1 (stereo unspecified)	1%	8%	6%	6%[9.22 µM]	-1%	0%	-1.0%
CN(C)S(=O)(=O)c1ccc(N2CCCC2)c(C(=O)NCc2cccc(C(F)(F)F)c2)c1	nt	?	1%	-10%	17%	-4%[46.1 µM]	2.4%
CCOC(=O)/C=C1\SCC(=O)N1CC(=O)NC12CC3CC(CC(C3)C1)C2	nt	2%[38.3 µM]	5%	4%	-1%	1%[46.1 µM]	4.7%
c1ccc(OCc2noc(CN3CC[C@@H]4CCCC[C@H]4C3)n2)cc1	10%	3%	7%	19%[9.22 µM]	-9%	-4%	1.6%
COc1ccc(S(=O)(=O)c2c(C)c(NS(=O)(=O)c3ccccc3)cc(C)c2O)cc1	nt	14%	14%	0%	nt	-48%	0.0%&-1.1%
Oc1ccccc1Nc1ncnc2c1oc1ccccc12	-2%	2%[38.3 µM]	-8%	22%	0%	-15%[46.1 µM]	11%
CC(=O)Nc1ccc(S(=O)(=O)N2CCN(c3ccc([N+](=O)[O-])c(NCCN4CCOCC4)c3)CC2)cc1	-13%	4%	-20%	-26%	3%	-22%	-1.0%
CCC(C)NC(=O)c1ccccc1SC (stereo unspecified)	6%	0%	-2%	-2%	-1%	13%	1.7%
COc1cc(NC(=S)NCc2cccnc2)cc(OC)c1	-7%	4%	-11%	-10%	-2%	24%	-1.0%
CNC(=S)N=Nc1c(O)[nH]c2ccccc12	-15%	11%	-17%	13%	-6%	-37%	1.1%
CCOC(=O)NC(O)C(=O)c1ccc(F)cc1 (stereo unspecified)	nt	-15%	4%	-6%	-1%	19%	-0.6%
CCOc1ccc(NC(=O)CCC(=O)O)cc1	nt	26%[38.3 µM]	-2%	25%	-3%	-7%[46.1 µM]	0.0%
COc1ccc2ccccc2c1C(O)c1nccn1C (stereo unspecified)	2%	-2%[38.3 µM]	1%	-7%	4%	2%[46.1 µM]	-2.1%
CCNC(=O)CN(c1ccc(Cl)cc1)S(=O)(=O)c1ccccc1	nt	18%[38.3 µM]	8%	0%	-3%	-18%[46.1 µM]	-0.8%
Cc1ccc(C(=O)C[n+]2ccc(Cc3ccccc3)cc2)cc1	12%	15%	-3%	?	-5%	0%	-0.4%
O=[N+]([O-])c1ccc(O)c(/C=N/n2cnnc2)c1	2%	0%	-1%	5%	3%	13%	-1.0%
